PI4K2A inh: qHTS for small molecular inhibitors of PI4K2A; purified PI4K2A, ADP-Glo luminescence, 1 h; stronger effect = lower value; activity change, negative = inhibition, % at 76.9 µM; actives 0.13% (n = 420,000); AID 1346378, 2018; in the data active means activity change below about -50%; inconclusive means mostly about -30% to -49%;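 further: -100% = wells without enzyme as full effect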
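PI4K2A activity was measured by ADP-Glo luminescence: enzyme (4 ug/mL stock) and phosphatidylinositol (1.2 mM stock) in Tris pH 7.5/MgCl2/EGTA/Triton X-100 buffer were reacted with ATP (300 microM stock) for one hour at ambient temperature.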
GLS inhibitor: qHTS for Inhibitors of Glutaminase (GLS). GLS enzymatic activity, qHTS titration. actives 0.21% (n = 410,000). AID 624170, 2012. Glutaminase kidney isoform, mitochondrial (Homo sapiens), O94925. Potency, µM (series often up to 45.5 µM), for inactives: top-dose activity change, negative = inhibition, actives largely listed as inhibitors; active means well fitted inhibition curve with a large enough effect; inconclusive means small, poorly fitted or top-dose-only effect, or another doubt; inactive means no such curve, though single readings can be large or run the other way; further: potency means the concentration at half of the fitted maximal effect
Target sequence (O94925 whole entry, looked up, canonical isoform): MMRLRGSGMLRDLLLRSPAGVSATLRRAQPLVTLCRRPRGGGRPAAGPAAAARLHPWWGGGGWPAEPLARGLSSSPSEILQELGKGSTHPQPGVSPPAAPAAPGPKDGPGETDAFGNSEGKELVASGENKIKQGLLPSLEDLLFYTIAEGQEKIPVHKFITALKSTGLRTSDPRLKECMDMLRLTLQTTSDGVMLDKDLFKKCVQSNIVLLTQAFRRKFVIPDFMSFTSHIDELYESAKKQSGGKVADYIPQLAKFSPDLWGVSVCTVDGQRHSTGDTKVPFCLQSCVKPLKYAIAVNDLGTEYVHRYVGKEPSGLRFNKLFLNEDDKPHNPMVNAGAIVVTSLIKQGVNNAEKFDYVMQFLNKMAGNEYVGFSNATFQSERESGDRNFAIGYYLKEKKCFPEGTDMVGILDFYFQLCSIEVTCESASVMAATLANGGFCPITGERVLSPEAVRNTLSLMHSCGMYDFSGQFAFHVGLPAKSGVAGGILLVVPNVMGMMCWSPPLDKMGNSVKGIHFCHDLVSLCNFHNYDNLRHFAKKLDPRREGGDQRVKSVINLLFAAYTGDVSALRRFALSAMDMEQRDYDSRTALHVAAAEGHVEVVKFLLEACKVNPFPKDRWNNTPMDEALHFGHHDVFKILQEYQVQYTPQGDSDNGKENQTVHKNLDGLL
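Coupled fluorescence readout: glutamate oxidase/HRP/Amplex Red detect glutamate formed by hKGA from L-glutamine (1 mM solution added). Buffer 45 mM KH2PO4 pH 8.2, 0.02% Tween-20; reads at t0 and 30 min RT.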
An asterisk follows results filed as active; ? = inconclusive; & = joins results of further samples; [ ] = remark or other dose. Unless noted, on the % scale 0 is the no-effect control and ±100 the full control effect. Not all compounds are listed (hit frequency here may not be typical).

SMILES	PI4K2A inh	GLS inhibitor
CCc1nc2ccc(C(=O)NCCN3CCOCC3)cn2c1N(C=O)Cc1ccc(OC)cc1	-2	7%
CCOc1ccc(CCN2C(=O)C(=O)N([C@@H](Cc3ccccc3)CN3CCC[C@@H]3CN3C(=O)C(=O)NC[C@@H]3Cc3ccc(O)cc3)C[C@@H]2Cc2ccccc2)cc1	2	17%
CCOC(=O)C1(C)CCN1C(=O)c1ccc(C(F)(F)F)cc1 (stereo not drawn)	2	6%
CC(=O)Nc1cnc(/C=C\CCCO)cn1	-2	1%
CCC(c1nc2ccccc2[nH]1)N(Cc1cccnc1)C(=O)c1cc(-c2ccccc2)on1 (stereo not drawn)	-1	-17%
CC(C)Nc1ncnc2c1ncn2[C@H]1CN(Cc2ccc(F)cc2)C[C@@H](CO)O1	-1	1%
COc1cc(CNc2ncnc3c2ncn3[C@H]2CN(Cc3ccccc3)C[C@@H](COC(C)=O)O2)cc(OC)c1OC	4	1%
CC(Cl)=CCn1c(NCCc2ccccc2)nc2c1c(=O)n(C)c(=O)n2C	2	-4%
COc1ccc(-c2cc(NC(C)=O)c3ncc(-c4ccccc4)n3c2)c(OC)c1	-9	?
CN1OC[C@@H]2CN(S(=O)(=O)c3ccccc3)[C@H](c3ccc(-n4ccnc4)cc3)C[C@@H]21	-2	3%
CCOC(=O)[C@]12CCCC=C1N(Cc1ccc3c(c1)OCO3)C(=O)[C@H](CC(=O)NCc1cccc3ccccc13)C2	-4	0%
CN1CCCC(C)(C(=O)Nc2ccc3scnc3c2)C1 (stereo not drawn)	1	2%
CCc1nc2ccc(C(=O)NCCCN3CCCC3=O)cn2c1N(C)C(=O)C1CCCCC1	1	2%
CCCCN1CC(N2CCN(Cc3ccccc3)CC2)CS1(=O)=O (stereo not drawn)	-2	-2%
Cc1cc2nc(-c3ccccc3)c(CC3CCCCC3)n2c(C)c1Br	-2	-1%
Cc1noc(C)c1-c1ccc(C(=O)NCc2cccc(Cl)c2)c2occc12	-2	2%
CC(=O)Nc1cc(-c2cccc(NS(C)(=O)=O)c2)cn2c(-c3ccccc3)cnc12	-4	10%
COc1ccc(C(O)c2nc(-c3cncnc3)cs2)cc1 (stereo not drawn)	0	-1%
CCNC(=O)C1CCCN(C(=O)c2cc(OC)c(OC)c(OC)c2)CC1 (stereo not drawn)	0	-25%
O=C1[C@@H]2[C@H]3CC[C@H](C3)[C@@H]2C(=O)N1CCCCN1CCN(c2ncccn2)CC1	-1	11%
N#Cc1cc2cc(Cl)ccc2[nH]c1=O	-5	1%
Cc1ccc(F)c(S(=O)(=O)NC(=O)C2(C)CCN2C(=O)c2ccco2)c1 (stereo not drawn)	-4	9%
Cc1ccccc1NC(=O)Nc1nc(C(N)Cc2ccccc2)cs1 (stereo not drawn)	-4	10%
CCCCCCN1CCN(C2CN(Cc3cn(Cc4cc(C)cc(C)c4)nn3)S(=O)(=O)C2)CC1 (stereo not drawn)	-6	-5%
CCS(=O)(=O)NC(=O)C1(C)CCN1C(=O)Cc1ccc(Cl)cc1Cl (stereo not drawn)	-3	5%
COCCNC(=O)C1CCCN(C(=O)COc2ccc(Cl)cc2Cl)CC1 (stereo not drawn)	8	-5%
COc1ccc(C(O)c2nc(-c3cccc4cccnc34)cs2)cc1 (stereo not drawn)	4	1%
O=c1oc2cc(O)ccc2cc1-c1nc2ccccc2o1	-21	15%
CCOC(=O)C1=C(C)N=c2sc(=Cc3ccc(OCC(=O)O)cc3)c(=O)n2C1c1ccc(Cl)cc1 (stereo not drawn)	-26	?
OC(c1ccc(F)cc1)c1nc(-c2cccc(C(F)(F)F)c2)cs1 (stereo not drawn)	-2	12%
N#Cc1cccc(NC(=O)c2cc(C3CCCCN3C(=O)c3ccc4c(c3)CCO4)on2)c1 (stereo not drawn)	3	2%
CC1(C(=O)NS(=O)(=O)c2cccc(F)c2)CCN1C(=O)C1(c2ccc(Cl)cc2)CCC1 (stereo not drawn)	-5	14%
CCCc1nc2ccc(C)cn2c1Cc1ccccc1C(F)(F)F	-13	7%
CC1(C(=O)NS(=O)(=O)c2cccc(Cl)c2)CCN1C(=O)C1CCCCC1 (stereo not drawn)	-1	10%
CCOC(=O)C1=CCN(S(=O)(=O)c2ccccc2Cl)C1c1cccc(C)c1 (stereo not drawn)	-2	-4%
CSCCNC(=O)C1(C)CCN1C(=O)c1sccc1C (stereo not drawn)	2	5%

An excerpt of these results, field by field:
O=c1oc2cc(O)ccc2cc1-c1nc2ccccc2o1
  PI4K2A inh: -21 | GLS inhibitor: 15%

CCOC(=O)C1=C(C)N=c2sc(=Cc3ccc(OCC(=O)O)cc3)c(=O)n2C1c1ccc(Cl)cc1 (stereo not drawn)
  PI4K2A inh: -26 | GLS inhibitor: ?

OC(c1ccc(F)cc1)c1nc(-c2cccc(C(F)(F)F)c2)cs1 (stereo not drawn)
  PI4K2A inh: -2 | GLS inhibitor: 12%

Next section.
SMILES	PI4K2A inh	GLS inhibitor
Cc1cccc(CN2CCN(C3CN(Cc4ccc(F)cc4)S(=O)(=O)C3)CC2)c1 (stereo not drawn)	1	-5%
CCCc1nc2c(C)cc(Br)cn2c1Cc1ccc(OC)cc1C	-5	1%
CCCc1c(-c2cccc(Cl)c2)ncn1CCc1ccccc1OC	8	3%
CCCCc1c(-c2ccc(F)cc2F)ncn1CCc1ccccc1OC	1	7%
CCNC(=O)C1(C)CCCN(C(=O)c2cc3ccccc3s2)C1 (stereo not drawn)	0	-1%
NC(CCc1ccccc1)c1csc(Nc2ccc(C(=O)NCCCO)cn2)n1 (stereo not drawn)	-4	13%
COc1ccc(C=C(C(=O)c2ccccc2)c2ccccc2)cc1	2	-12%
CCOc1ccc(CCN2C(=S)N([C@@H](CC(C)C)CN3CCC[C@@H]3CN3C(=S)NC[C@@H]3Cc3ccc(O)cc3)C[C@@H]2CC(C)C)cc1	1	0%
CCOC(=O)C1=CCN(S(=O)(=O)c2ccccc2C)C1c1cccc(F)c1 (stereo not drawn)	4	1%
COC(=O)C1=C(C)NC(C)=C(C(=O)OCC(C)=O)C1c1ccccc1[N+](=O)[O-] (stereo not drawn)	1	19%
COc1ccc(Cn2cc(CN3CCc4onc(-c5ccccc5OC)c4C3=O)nn2)cc1	0	0%
OC(c1ccccc1)c1nc(-c2ccccc2)cs1 (stereo not drawn)	-5	20%
CC1CCN(C(=O)c2[nH]c(C(F)(F)F)nc2-c2ccccc2)CC1	-7	10%
CCc1nc2c(OCc3ccc(OC)cc3)cccn2c1N(C)C(=O)C(C)C	-6	15%
COC(=O)[C@@]1(Sc2ccc(C)cc2)CC(=O)N(C(=O)/C=C/c2ccccc2)[C@@H]1c1ccccc1	-3	1%
O=C(Nc1ccc2c(c1)OCO2)c1ccc2nc([C@@H]3O[C@H](CO)[C@H](O)[C@H](O)[C@H]3O)[nH]c2c1	-3	-3%
CCc1nc2ccc(C(=O)N3CCN(S(=O)(=O)CC)CC3)cn2c1N(C)Cc1cccs1	0	20%
O=C(Nc1nnc([C@H]2C[C@H](O)[C@@H](CO)O2)s1)C(c1ccccc1)c1ccccc1	-1	18%
Cc1cccc(C)c1Nc1cn[nH]c1	-3	78%[activator]
CN1CCN(c2ncnc3c2ncn3[C@H]2CN(C)C[C@@H](CO)O2)CC1	6	-4%
CN(C)Cc1ncccc1Oc1nc2cc(-c3cccc(Cl)c3)sc2c(=O)n1C	2	5%
CC(C)CNC(=O)C1(C)CCCCCN1C(=O)c1cc2ccccc2s1 (stereo not drawn)	-5	-3%
CCc1nc2c(OCC=C(C)C)cccn2c1N(C)C(=O)c1ccccc1F	-4	0%
COc1ccc(C2CC=C(C(C)=O)CN2S(=O)(=O)c2ccc(Cl)cc2)cc1 (stereo not drawn)	3&0	-7%&10%

Profiles from above. Order of screens: PI4K2A inh	GLS inhibitor
Entry for Cc1cccc(CN2CCN(C3CN(Cc4ccc(F)cc4)S(=O)(=O)C3)CC2)c1 (stereo not drawn) = 1	-5%
Entry for Cc1ccccc1NC(=O)Nc1nc(C(N)Cc2ccccc2)cs1 (stereo not drawn) = -4	10%
Entry for COC(=O)[C@@]1(Sc2ccc(C)cc2)CC(=O)N(C(=O)/C=C/c2ccccc2)[C@@H]1c1ccccc1 = -3	1%

Additional compounds:
SMILES	PI4K2A inh	GLS inhibitor
Cc1c(C(=O)NCc2ccc(Cl)c(Cl)c2)sc(=O)n1Cc1ccccc1F	2	0%
O=C(NC(c1ccccc1)c1cnccn1)C1CCN(Cc2ccc(Cl)c(Cl)c2)CC1 (stereo not drawn)	-1	9%
CC[C@@H]1Cc2[nH][nH]c(=O)c2[C@H](CC(C)C)O1	-3	11%
O=C(Nc1ccc2c(c1)OCCO2)C(CCc1ccccc1)N(Cc1ccccc1)Cc1ccccc1 (stereo not drawn)	2	-3%
O=C1CCCN1CCCNc1nc(NCc2ccccc2)nc2ccsc12	-4	4%
CCOc1ccc2nc(S(=O)(=O)NC(=O)C3(C)CCN3C(=O)c3cccc(F)c3)sc2c1 (stereo not drawn)	2	12%
O=C(Nc1ccc(Cl)cc1)c1csc([C@@H]2O[C@H](CO)[C@@H](O)[C@H]2O)n1	-7	1%
Cn1c(=O)c2cc(NC(=O)NCCc3cccs3)ccc2n1Cc1ccccc1	-2	-1%
CC1(c2nnnn2-c2ccc3c(c2)OCCO3)CCC(=O)N1Cc1cccc(C(F)(F)F)c1 (stereo not drawn)	3	-3%
CC(C)Oc1cc(F)ccc1-c1cc(C(=O)Nc2cccc(Cl)c2)[nH]n1	-3	-8%
Cc1cc(F)ccc1C(O)c1ncc(-c2ccccc2Cl)[nH]1 (stereo not drawn)	3	0%
COc1ccc(C(C)=O)cc1CN1C(=O)C(C)ON=C1c1cccc(C(F)(F)F)c1 (stereo not drawn)	-1	5%
O=C1OCCOC2CCCc3oc(C4=CCCCC4)c1c32 (stereo not drawn)	-1	-2%
CCCCNc1c(-c2cccc(OC)c2)nc2nc(C)cc(C)n12	-1	24%
Oc1ccc2sc(-c3ccccc3O)c(-c3ccc(OCCN4CCCCC4)cc3)c2c1	3	18%
CCOC(=O)CNC(=O)N(C)[C@H]1C[C@H]2c3[nH]c4ccccc4c3CCN2C[C@H]1[C@H](C)O	3	?
CC(C)(C)c1ccc(CC(=O)N2CCC2(C)C(=O)Nc2ccc3[nH]ncc3c2)cc1 (stereo not drawn)	0	0%
CCOC(=O)C1CCCN(C(=O)c2cc(C#N)cs2)CC1 (stereo not drawn)	1	4%
Cc1cc(C)n2c(NC3CCCC3)c(-c3cccnc3)nc2n1	-1	19%
COc1ccccc1C(=O)Nc1nnc([C@@H]2C[C@H](O)[C@@H](CO)O2)s1	1	3%
Cc1cc(Br)cn2c(Cc3ccsc3)c(-c3ccccc3)nc12	0	22%
COc1cccc(-c2cnc3c(NC(C)=O)cc(-c4ccccc4OC)cn23)c1	1	-6%
CC1(C(=O)NS(=O)(=O)c2ccc3ccccc3c2)CCN1C(=O)C1(c2ccc(Cl)cc2)CCC1 (stereo not drawn)	-3	24%
CC1(C(=O)Nc2cccc3c2CCCC3)CCN1C(=O)CCc1ccc(Cl)cc1Cl (stereo not drawn)	-1	-7%

Shown as labelled records: part of the list above
SMILES: Cc1cc(C)n2c(NC3CCCC3)c(-c3cccnc3)nc2n1
  PI4K2A inh: -1
  GLS inhibitor: 19%

SMILES: COc1ccccc1C(=O)Nc1nnc([C@@H]2C[C@H](O)[C@@H](CO)O2)s1
  PI4K2A inh: 1
  GLS inhibitor: 3%

SMILES: CCCCNc1c(-c2cccc(OC)c2)nc2nc(C)cc(C)n12
  PI4K2A inh: -1
  GLS inhibitor: 24%

SMILES: O=C1OCCOC2CCCc3oc(C4=CCCCC4)c1c32 (stereo not drawn)
  PI4K2A inh: -1
  GLS inhibitor: -2%

Later entries
SMILES	PI4K2A inh	GLS inhibitor
O=S1(=O)CC(N2CCN(Cc3ccccc3F)CC2)CN1Cc1cn(Cc2ccc(F)cc2)nn1 (stereo not drawn)	-3	0%
CCc1nc2c(OCCOc3ccccc3)cccn2c1N(C)C(=O)c1ccc(OC)cc1	-6	-1%
CCc1nc2ccc(C(=O)N3CCN(c4ccccc4)CC3)cn2c1N(C)CCCc1ccccc1	-8	31%
O=C(c1ccc(=O)[nH]c1)N(c1ccccc1)C(CCc1ccccc1)c1nc2ccccc2[nH]1 (stereo not drawn)	-1	-2%
CCc1ccc2cc(F)cc(F)c2n1	-1	5%
COc1ccccc1CNc1nc(NCCN2CCNC2=O)c2sccc2n1	2	-2%
CC(=O)Nc1cnc(-c2cc(C)c(O)c(C)c2)cn1	-6	-10%
CC1(C(=O)NS(=O)(=O)c2cccc(F)c2)CCN1C(=O)Cc1ccc(-c2ccccc2)cc1 (stereo not drawn)	1	-6%
NC(Cc1ccc(C(F)(F)F)cc1)c1csc(NC(=O)Nc2ccccc2Cl)n1 (stereo not drawn)	20	-3%
COc1ccccc1Cc1c(-c2ccccc2)nc2c(C)cc(Br)cn12	-4	4%

A stretch of the results above:
SMILES	PI4K2A inh	GLS inhibitor
O=S1(=O)CC(N2CCN(Cc3ccccc3F)CC2)CN1Cc1cn(Cc2ccc(F)cc2)nn1 (stereo not drawn)	-3	0%
CCc1nc2c(OCCOc3ccccc3)cccn2c1N(C)C(=O)c1ccc(OC)cc1	-6	-1%

Screens deposited in PubChem by National Center for Advancing Translational Sciences (NCATS).
